Bioassay records deposited in PubChem BioAssay by NMMLSC.
Bim-Bcl-XL – human Bim-Bcl-XL interaction inhibition | inhibition, % at 10 µM | 0.04% of 190,000 active | Q07817 | Bim peptide-Bcl-XL binding, bead flow cytometry, fluorescence
Target sequence (Q07817 whole entry, looked up): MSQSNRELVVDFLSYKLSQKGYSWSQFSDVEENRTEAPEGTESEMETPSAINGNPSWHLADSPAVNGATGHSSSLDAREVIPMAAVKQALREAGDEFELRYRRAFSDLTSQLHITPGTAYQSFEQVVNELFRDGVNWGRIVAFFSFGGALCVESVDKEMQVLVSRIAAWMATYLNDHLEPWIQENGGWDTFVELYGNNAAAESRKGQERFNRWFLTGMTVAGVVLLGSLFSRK
ABCB1 inh – inhibitors of human ABCB1 transporter, ABCG2 counter-screen; P08183; CCRF-Adr cells, JC-1 efflux, flow cytometry; inhibition, % at 6.6 µM; 0.067% of 190,000 active; AID 1326; in the data active = inhibition above about 40%;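 note: 0% = vehicle and 100% = reference inhibitor; higher value means more JC-1 retained so stronger ABCB1 efflux block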
RGS8-Gao – human RGS8-Galphao interaction regulation. response (percent of control binding), % at 10 µM. multiplexed bead flow cytometry, RGS8-Galphao binding; actives lie on both sides. 0.34% of 220,000 active. P09471; in the data active = response below about 60% or above about 140%; inactive = in between;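 note: Galphao activated as the GDP aluminium fluoride complex binding bead-coupled RGS8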
Target sequence (P09471 whole entry, looked up): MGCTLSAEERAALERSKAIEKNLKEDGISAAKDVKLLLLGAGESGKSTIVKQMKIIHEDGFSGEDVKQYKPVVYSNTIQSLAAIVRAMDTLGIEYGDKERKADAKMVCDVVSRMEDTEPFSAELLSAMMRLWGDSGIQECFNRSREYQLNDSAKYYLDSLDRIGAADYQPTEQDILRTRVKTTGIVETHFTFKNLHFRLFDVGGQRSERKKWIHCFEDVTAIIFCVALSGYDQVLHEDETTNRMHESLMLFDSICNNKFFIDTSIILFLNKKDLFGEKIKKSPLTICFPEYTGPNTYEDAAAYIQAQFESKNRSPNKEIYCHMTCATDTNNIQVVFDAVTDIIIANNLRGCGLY
Mcl-1 Bim block – inhibitors of Bim-Mcl-1 interaction, human; AID 1009; inhibition, % at 10 µM; 0.1% of 190,000 active; Q07820; Bead-based flow cytometry, Bim peptide-Mcl-1 binding;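 note: 0% = no compound tracer wells and 100% = peptide blocker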
Bfl-1 Bim block – human Bim-Bfl-1 interaction inhibition; inhibition, % at 10 µM; 0.12% of 190,000 active; Bead-based flow cytometry, Bim-Bfl-1 binding inhibition;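 note: 0% = wells without compound plus tracer and 100% = blocker peptide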
ABCG2 block – inhibitors of human ABCG2 transporter, ABCB1 counter-screen | inhibition, % at 6.6 µM | IgMXP3 cells, JC-1 efflux, flow cytometry | Q9UNQ0 | AID 1325 | 0.1% of 190,000 active;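 active = inhibition above 80%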;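 note: 0% = DMSO and 100% = nicardipine control wells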
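Test system: IgMXP3 (ABCG2) plus far-red-tagged CCRF-Adr (ABCB1) cells / Amount: 3 million cells/mL in well / Reagent: JC-1 transporter substrate / Timing: 10 min compound exposure, 25 °C / Signal: flow cytometry, 530 nm JC-1 signal / Read-out: percent efflux inhibition, scaled nicardipine 100% to DMSO 0% / Benchmarks: nicardipine as high control, DMSO as low control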
Bcl-W Bim block – disrupts Bim peptide binding to human Bcl-W; 0.02% of 190,000 active; inhibition, % at 10 µM; Q92843; bead-based flow cytometry;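 note: 0% = bound tracer without compound and 100% = peptide blocker; higher means less fluorescent Bim peptide bound to Bcl-W beads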
RGS7-Gao – regulators of human RGS7-Galphao interaction; P09471; Multiplexed bead flow cytometry, RGS7-Galphao binding; actives lie on both sides; binding response (% of control), % at 10 µM; 0.35% of 220,000 active; in the data active = binding response below about 49% or above about 150%; inconclusive = no clear call, values can overlap the other calls; inactive = in between;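 note: fluorescent Galphao held in activated GDP-AlF4 state binding bead-coupled RGS7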
Bim-Bcl-2 – inhibitors of Bim-Bcl-2 interaction, human; Bead-based flow cytometry, Bim peptide-Bcl-2 binding; inhibition, % at 10 µM; 0.06% of 190,000 active; AID 950; in the data active = inhibition above about 40%; inconclusive = no clear call, values can overlap the other calls;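 note: 0% = no compound wells with probe peptide and 100% = reference peptide inhibitor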
Target sequence (P10415 whole entry, looked up): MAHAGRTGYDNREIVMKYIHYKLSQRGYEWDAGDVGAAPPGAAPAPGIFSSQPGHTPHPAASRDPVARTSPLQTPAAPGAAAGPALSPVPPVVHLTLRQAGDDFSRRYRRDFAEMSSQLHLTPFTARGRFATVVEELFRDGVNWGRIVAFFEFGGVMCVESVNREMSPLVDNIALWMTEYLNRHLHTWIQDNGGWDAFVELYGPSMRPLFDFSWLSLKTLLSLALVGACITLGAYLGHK
RGS4-Gao reg – human RGS4-Galphao interaction regulation. 0.33% of 220,000 active. Multiplexed bead flow cytometry, RGS4-Galphao binding; actives lie on both sides. P09471. binding response (% of control), % at 10 µM. AID 1415; in the data active = binding response below about 49% or above about 150%; inactive = in between;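 note: fluorescent Galphao activated with aluminum fluoride binding bead-coupled RGS4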
Bcl-B Bim block – human Bim-Bcl-B interaction inhibition; Q9HD36; bead-based flow cytometry, Bim peptide-Bcl-B binding; inhibition, % at 10 µM; 0.073% of 190,000 active;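 note: 0% = tracer peptide without compound and 100% = reference inhibitor peptide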
Target sequence (Q9HD36 whole entry, looked up): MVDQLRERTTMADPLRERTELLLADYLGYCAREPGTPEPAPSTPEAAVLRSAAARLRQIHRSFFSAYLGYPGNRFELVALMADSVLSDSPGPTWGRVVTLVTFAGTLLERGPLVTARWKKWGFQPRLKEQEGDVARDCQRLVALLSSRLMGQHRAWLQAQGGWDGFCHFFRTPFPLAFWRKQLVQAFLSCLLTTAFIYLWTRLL
Numbers without * were called inactive; & = joins results of further samples. Cut-off read from the data, not from the text of the source, unless noted: active = inhibition above about 40%.

Results for Cc1ccc(-n2ncc(C(=O)O)c2C2CCN(C(=O)OC(C)(C)C)CC2)cc1 ?
Bim-Bcl-XL: 1; ABCB1 inh: 2.0; RGS8-Gao: 102; Mcl-1 Bim block: 2; Bfl-1 Bim block: 4; ABCG2 block: 3; Bcl-W Bim block: -1; RGS7-Gao: 102; Bim-Bcl-2: 4; RGS4-Gao reg: 101; Bcl-B Bim block: 3

How did CC(C)C(=O)Nc1nnc(SCC(=O)Nc2ccc3c(c2)OCO3)s1 do in these assays?
Bim-Bcl-XL: -11; ABCB1 inh: 0.2; RGS8-Gao: 102; Mcl-1 Bim block: -6; Bfl-1 Bim block: -8; ABCG2 block: 3; Bcl-W Bim block: -8; RGS7-Gao: 101; Bim-Bcl-2: -4; RGS4-Gao reg: 99; Bcl-B Bim block: -11

How did O=C(CCSCCc1ccccn1)Nc1ccccn1 do in these assays?
Bim-Bcl-XL: -7; ABCB1 inh: 0.3; RGS8-Gao: 99; Mcl-1 Bim block: -8; Bfl-1 Bim block: -4; ABCG2 block: 7; Bcl-W Bim block: -2; RGS7-Gao: 100; Bim-Bcl-2: -7; RGS4-Gao reg: 101; Bcl-B Bim block: -2

What do the screens show for `Cc1nnc2sc(-c3ccccn3)nn12`?
Bim-Bcl-XL: -14; ABCB1 inh: 0.4; RGS8-Gao: 102; Mcl-1 Bim block: 28; Bfl-1 Bim block: -8; ABCG2 block: 2; Bcl-W Bim block: 5; RGS7-Gao: 99; Bim-Bcl-2: -6; RGS4-Gao reg: 103; Bcl-B Bim block: -1

Results for COc1cc(OC)c(C(=O)OC(C)C(=O)Nc2cccc(C(F)(F)F)c2)cc1OC (stereo unspecified) ?
Bim-Bcl-XL: -4; ABCB1 inh: 1.8; RGS8-Gao: 106; Mcl-1 Bim block: -1; Bfl-1 Bim block: 1; ABCG2 block: 23; Bcl-W Bim block: -2; RGS7-Gao: 107; Bim-Bcl-2: 0; RGS4-Gao reg: 109; Bcl-B Bim block: -4

How did CCOC(=O)c1ccccc1OCc1cc(/C=N/n2cnnc2)ccc1OC do in these assays?
Bim-Bcl-XL: -2; ABCB1 inh: 2.0; RGS8-Gao: 99; Mcl-1 Bim block: -5; Bfl-1 Bim block: -3; ABCG2 block: 9; Bcl-W Bim block: -4; RGS7-Gao: 100; Bim-Bcl-2: -3; RGS4-Gao reg: 100; Bcl-B Bim block: 0

What do the screens show for `CCOc1ccc(C(C)=O)cc1N1C(=O)C2C3C=CC(C3=C(C)C)C2C1=O` (stereo unspecified)?
Bim-Bcl-XL: -1; ABCB1 inh: 0.8; RGS8-Gao: 102; Mcl-1 Bim block: 0; Bfl-1 Bim block: -4; ABCG2 block: 1; Bcl-W Bim block: -2; RGS7-Gao: 99; Bim-Bcl-2: -2; RGS4-Gao reg: 103; Bcl-B Bim block: -3

How did CC(C)c1[nH]nc2c1C(c1cccs1)C(C#N)=C(N)O2 (stereo unspecified) do in these assays?
Bim-Bcl-XL: -6; ABCB1 inh: -0.2; RGS8-Gao: 100; Mcl-1 Bim block: -7; Bfl-1 Bim block: -5; ABCG2 block: -1; Bcl-W Bim block: -6; RGS7-Gao: 102; Bim-Bcl-2: -4; RGS4-Gao reg: 100; Bcl-B Bim block: -9

How did COc1cccc(NC(=O)N2CCN(c3cccc(C)c3)C(C)C2)c1 (stereo unspecified) do in these assays?
Bim-Bcl-XL: 0; ABCB1 inh: 0.7; RGS8-Gao: 95; Mcl-1 Bim block: 1; Bfl-1 Bim block: -3; ABCG2 block: 7; Bcl-W Bim block: 4; RGS7-Gao: 85; Bim-Bcl-2: -5; RGS4-Gao reg: 90; Bcl-B Bim block: -4

How did CC(C)(C)NS(=O)(=O)c1ccc(CCC(=O)NCc2cccnc2)cc1 do in these assays?
Bim-Bcl-XL: -8; ABCB1 inh: 0.2; RGS8-Gao: 107; Mcl-1 Bim block: 0; Bfl-1 Bim block: -14; ABCG2 block: 4; Bcl-W Bim block: 2; RGS7-Gao: 106; Bim-Bcl-2: -9; RGS4-Gao reg: 103; Bcl-B Bim block: -7

Results for O=S1(=O)N=C(Nc2ccc(S(=O)(=O)N3CCCCC3)cc2)c2ccccc21 ?
Bim-Bcl-XL: -3; ABCB1 inh: -0.7; RGS8-Gao: 98; Mcl-1 Bim block: 0; Bfl-1 Bim block: -1; ABCG2 block: -2; Bcl-W Bim block: -1; RGS7-Gao: 99; Bim-Bcl-2: 0; RGS4-Gao reg: 100; Bcl-B Bim block: -3

How did CN(C)C(=O)COc1ccc(Oc2ccccc2)cc1 do in these assays?
Bim-Bcl-XL: -1; ABCB1 inh: 0.2; RGS8-Gao: 100; Mcl-1 Bim block: -2; Bfl-1 Bim block: -7; ABCG2 block: 0; Bcl-W Bim block: 0; RGS7-Gao: 100; Bim-Bcl-2: -3; RGS4-Gao reg: 102; Bcl-B Bim block: -5

Results for O=C(COC(=O)/C=C/c1cccc(C(F)(F)F)c1)NCc1ccccc1 ?
Bim-Bcl-XL: -8; ABCB1 inh: 0.0; RGS8-Gao: 102; Mcl-1 Bim block: -2; Bfl-1 Bim block: -9; ABCG2 block: -2; Bcl-W Bim block: -6; RGS7-Gao: 101; Bim-Bcl-2: -5; RGS4-Gao reg: 99; Bcl-B Bim block: -7

How did O=C(Cc1c(F)cccc1Cl)NCCCn1ccnc1 do in these assays?
Bim-Bcl-XL: -3; ABCB1 inh: 0.0; RGS8-Gao: 106; Mcl-1 Bim block: -1; Bfl-1 Bim block: -1; ABCG2 block: 0; Bcl-W Bim block: 0; RGS7-Gao: 106; Bim-Bcl-2: 1; RGS4-Gao reg: 106; Bcl-B Bim block: -2

How did Cc1cc(C)c(NC(=O)CS)c(Cl)c1 do in these assays?
Bim-Bcl-XL: 3; ABCB1 inh: 0.1; RGS8-Gao: 98; Mcl-1 Bim block: 2; Bfl-1 Bim block: -3; ABCG2 block: 0; Bcl-W Bim block: 0; RGS7-Gao: inconclusive; Bim-Bcl-2: 1; RGS4-Gao reg: 100; Bcl-B Bim block: -1

Results for COc1cc(/C=N/NC(=O)Cc2ccccc2)ccc1Oc1ccc([N+](=O)[O-])cc1[N+](=O)[O-] ?
Bim-Bcl-XL: -2; ABCB1 inh: 8.2; RGS8-Gao: 101; Mcl-1 Bim block: 0; Bfl-1 Bim block: 2; ABCG2 block: 24; Bcl-W Bim block: 0; RGS7-Gao: 99; Bim-Bcl-2: 0; RGS4-Gao reg: 103; Bcl-B Bim block: 0

What do the screens show for `CC(C)(C)Sc1ccc(N)nc1`?
Bim-Bcl-XL: 3; ABCB1 inh: 0.4; RGS8-Gao: 100; Mcl-1 Bim block: -4; Bfl-1 Bim block: -10; ABCG2 block: 1; Bcl-W Bim block: 3; RGS7-Gao: 104; Bim-Bcl-2: -8; RGS4-Gao reg: 102; Bcl-B Bim block: -9

What do the screens show for `COC(=O)c1cc2occc2n1CC(=O)Nc1ccc(C)cc1C`?
Bim-Bcl-XL: -8; ABCB1 inh: 0.1; RGS8-Gao: 101; Mcl-1 Bim block: -2; Bfl-1 Bim block: -12; ABCG2 block: 0; Bcl-W Bim block: -2; RGS7-Gao: 100; Bim-Bcl-2: -9; RGS4-Gao reg: 103; Bcl-B Bim block: -12

How did O=C(Nc1ccccc1N1CCN(C(=O)c2ccccc2)CC1)c1cc2ccccc2o1 do in these assays?
Bim-Bcl-XL: -5; ABCB1 inh: 19; RGS8-Gao: 95; Mcl-1 Bim block: -3; Bfl-1 Bim block: -17; ABCG2 block: 59; Bcl-W Bim block: 0; RGS7-Gao: 91; Bim-Bcl-2: -8; RGS4-Gao reg: 91; Bcl-B Bim block: -11

What do the screens show for `CCOC(=O)c1ccccc1NC(=O)Cn1cnc2c(cnn2-c2ccccc2)c1=O`?
Bim-Bcl-XL: 0; ABCB1 inh: 1.0; RGS8-Gao: 107; Mcl-1 Bim block: 0; Bfl-1 Bim block: -1; ABCG2 block: 3; Bcl-W Bim block: -2; RGS7-Gao: 108; Bim-Bcl-2: -2; RGS4-Gao reg: 109; Bcl-B Bim block: -4

What do the screens show for `Cc1cccc(CSCc2ccc(C(=O)NC3CCCC3)o2)c1`?
Bim-Bcl-XL: -3; ABCB1 inh: 0.6; RGS8-Gao: 90; Mcl-1 Bim block: 0; Bfl-1 Bim block: 0; ABCG2 block: 7; Bcl-W Bim block: -1; RGS7-Gao: 85; Bim-Bcl-2: -2; RGS4-Gao reg: 88; Bcl-B Bim block: -2

What do the screens show for `CCn1nc(C)c(/C=N\NC(=O)c2ccc3c(c2)OCO3)c1C`?
Bim-Bcl-XL: -2; ABCB1 inh: 0.0; RGS8-Gao: 100; Mcl-1 Bim block: 3; Bfl-1 Bim block: -9; ABCG2 block: 0; Bcl-W Bim block: 3; RGS7-Gao: 103; Bim-Bcl-2: 0; RGS4-Gao reg: 103; Bcl-B Bim block: -4

Results for C=CCOc1nc2c(c(=O)n(C)c(=O)n2C)n1Cc1ccccc1Cl ?
Bim-Bcl-XL: 2; ABCB1 inh: 1.8; RGS8-Gao: 106; Mcl-1 Bim block: -1; Bfl-1 Bim block: -6; ABCG2 block: 5; Bcl-W Bim block: 0; RGS7-Gao: 107; Bim-Bcl-2: -5; RGS4-Gao reg: 107; Bcl-B Bim block: -6

What do the screens show for `Cc1cccc(C(=O)Nc2nnc(C3=COCCO3)o2)c1`?
Bim-Bcl-XL: -2; ABCB1 inh: -0.5; RGS8-Gao: 99; Mcl-1 Bim block: -1; Bfl-1 Bim block: -5; ABCG2 block: 3; Bcl-W Bim block: -1; RGS7-Gao: 105; Bim-Bcl-2: 0; RGS4-Gao reg: 101; Bcl-B Bim block: -1

Results for CC1CN(C(=O)CCc2ccccc2)C(C)CN1C(=O)CCc1ccccc1 (stereo unspecified) ?
Bim-Bcl-XL: -2; ABCB1 inh: 0.2; RGS8-Gao: 103; Mcl-1 Bim block: -3; Bfl-1 Bim block: -1; ABCG2 block: 0; Bcl-W Bim block: -2; RGS7-Gao: 99; Bim-Bcl-2: -2; RGS4-Gao reg: 104; Bcl-B Bim block: 0

What do the screens show for `COc1cccc(C2Cc3ccccc3C(=O)O2)c1` (stereo unspecified)?
Bim-Bcl-XL: -14; ABCB1 inh: 0.4; RGS8-Gao: 100; Mcl-1 Bim block: -26; Bfl-1 Bim block: -5; ABCG2 block: 5; Bcl-W Bim block: -10; RGS7-Gao: 100; Bim-Bcl-2: -7; RGS4-Gao reg: 99; Bcl-B Bim block: -14

Results for CNCCCC12CCC(c3ccccc31)c1ccccc12 ?
Bim-Bcl-XL: -2&-7&-3; ABCB1 inh: -0.5&0.2; RGS8-Gao: 94&99&104; Mcl-1 Bim block: -3&-4&-1; Bfl-1 Bim block: -1&-1&-1; ABCG2 block: 0&0&1; Bcl-W Bim block: -1&-2&-1; RGS7-Gao: 99&98&105; Bim-Bcl-2: 0&-2&2; RGS4-Gao reg: 102&101&105; Bcl-B Bim block: -2&-1&4
